# GIRK2 activator: GIRK2 channel activators by thallium flux; HEK293 GIRK2/NPY4 cells, thallium flux fluorescence; 34,000 tested, under 10 active; activation (% efficacy), % for hits at 37.5 µM; AID 1259324;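 active = primary screen hit, no activity in plain HEK293 cells, and in GIRK2-only cells above 5% efficacy rising with concentration; inactive = the rest, including fluorescent compounds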;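 note: efficacy is normalized control-subtracted fluorescence 15 s after thallium addition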
# Target sequence (P48051 whole entry, looked up): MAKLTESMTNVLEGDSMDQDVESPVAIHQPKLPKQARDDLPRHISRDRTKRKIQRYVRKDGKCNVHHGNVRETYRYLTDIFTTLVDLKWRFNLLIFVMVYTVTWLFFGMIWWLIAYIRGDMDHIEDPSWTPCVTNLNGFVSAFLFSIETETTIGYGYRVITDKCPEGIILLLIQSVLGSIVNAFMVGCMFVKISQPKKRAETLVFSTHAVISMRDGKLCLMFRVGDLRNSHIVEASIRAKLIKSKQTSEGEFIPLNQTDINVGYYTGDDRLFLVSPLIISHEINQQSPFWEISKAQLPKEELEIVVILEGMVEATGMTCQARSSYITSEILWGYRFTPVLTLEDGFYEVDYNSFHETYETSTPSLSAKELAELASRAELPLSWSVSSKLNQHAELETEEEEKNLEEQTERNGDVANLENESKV
# Calls only; i = inactive. A portion of the library; rates above refer to the full screens.
SMILES,GIRK2 activator
CC(C)(C)c1ccc(C(=O)NCCn2nc(-n3cccn3)ccc2=O)cc1,i
O=C(N1CCN(c2ccc(-c3cccnc3)nn2)CC1)C1(c2ccccc2)CCOCC1,i
O=C(N=C1SC2CS(=O)(=O)CC2N1c1ccc(Cl)cc1)c1cccc([N+](=O)[O-])c1 (stereo not drawn),i
COc1ccc(S(=O)(=O)N2CCC(C(=O)Nc3nnc(-c4ccc(Cl)cc4)o3)CC2)cc1,i
Cn1ccnc1N1CCN(C(=O)c2cc3ccccc3o2)CC1,i
CC(=O)c1ccc(NC(=O)CCCS(=O)(=O)c2ccc(C)cc2)cc1,i
C=CCNC(=O)NCC1(c2cccs2)CCOCC1,i
O=C(Cc1cc(-c2ccc3c(c2)OCCO3)on1)Nc1ccon1,i
CC(NC(=O)Nc1cccs1)C(c1cccs1)N1CCOCC1 (stereo not drawn),i
Cc1ccc(C(CNC(=O)C(=O)Nc2ccc([N+](=O)[O-])cc2C)N2CCOCC2)cc1 (stereo not drawn),i
O=C(Cn1ccc2ccccc21)NCCCC(=O)Nc1cccc2cccnc12,i
COc1ccc(CCC(=O)Nc2ccc(N3CCCCC3=O)c(C)c2)cc1,i

# Fetched one by one from the list above:
SMILES,GIRK2 activator
CC(C)(C)c1ccc(C(=O)NCCn2nc(-n3cccn3)ccc2=O)cc1,i
CC(NC(=O)Nc1cccs1)C(c1cccs1)N1CCOCC1 (stereo not drawn),i
Cc1ccc(C(CNC(=O)C(=O)Nc2ccc([N+](=O)[O-])cc2C)N2CCOCC2)cc1 (stereo not drawn),i
COc1ccc(S(=O)(=O)N2CCC(C(=O)Nc3nnc(-c4ccc(Cl)cc4)o3)CC2)cc1,i

# Returning to the listing, starting 2 compounds before the break.
SMILES,GIRK2 activator
O=C(Cn1ccc2ccccc21)NCCCC(=O)Nc1cccc2cccnc12,i
COc1ccc(CCC(=O)Nc2ccc(N3CCCCC3=O)c(C)c2)cc1,i
CC(C)(C)c1ccc(OCC(=O)Nc2ccc(CC(=O)N3CCOCC3)cc2)cc1,i
Cc1ccc(C)c(N2CCN(c3ccc(S(=O)(=O)c4ccccc4)nn3)CC2)c1,i
COC(=O)c1ccc2c(=O)n(CCCC(=O)N3CCC(Cc4ccccc4)CC3)c(=S)[nH]c2c1,i
COc1ccc(CCNc2cc(C)nc3c(-c4ccccc4OC)cnn23)cc1OC,i
COCCn1c(-n2nc(C)cc2C)nc2c1c(=O)n(Cc1ccccc1C)c(=O)n2C,i
COCCCn1c(SCc2nc(-c3ccc(OC)cc3)no2)nc2ccccc2c1=O,i
Cc1ccc(NS(=O)(=O)c2cc(N3C(=O)CCS3(=O)=O)ccc2C)cc1Cl,i
Cn1nc(-c2ccccc2)cc1C(=O)NCCn1nc(-c2ccc(Cl)cc2)ccc1=O,i
O=C(NCc1ccc(F)cc1)c1csc(NS(=O)(=O)c2cccs2)n1,i
Cc1ccc(C(CNC(=O)C(=O)Nc2cc(C)nc3ccccc23)N2CCOCC2)cc1 (stereo not drawn),i
COc1ccc(CNC(=O)NCC#CCN2CCc3ccccc3C2)cc1,i
COc1cccc(N2CC(c3nc4ccccc4n3CC(O)COc3ccc(C)c(C)c3)CC2=O)c1 (stereo not drawn),i
CCC(=O)Nc1ccc(SCC(=O)OCc2ccccc2)nn1,i
CN(C)C(CNC(=O)Nc1cccs1)c1cccs1 (stereo not drawn),i
COc1cc(NC(=O)NCC2CCN(C(=O)c3ccccc3F)CC2)cc(OC)c1OC,i
O=C(Nc1nnc(CS(=O)(=O)c2ccccc2)o1)c1nc2ccccc2s1,i
Cc1cc(NC(=O)C2CCN(C(=O)CCC(=O)c3ccccc3)CC2)no1,i
Cc1cc(NC(=O)CSc2nc3ncccc3c(=O)n2Cc2ccc(F)cc2)n[nH]1,i
O=C(CCS(=O)(=O)c1ccccc1)NCC(O)(c1ccccc1)C(F)(F)F (stereo not drawn),i
Cc1csc(NC(=O)Cc2cc(-c3ccc4c(c3)OCO4)on2)n1,i
CSCCC(C)(O)CNC(=O)c1cccc(N(C)C)c1 (stereo not drawn),i
COc1ccc(-c2noc(-c3sccc3S(=O)(=O)N(C)c3ccc(F)cc3)n2)c(OC)c1,i
CC(C)c1ccc2nc(NC(=O)C3CCN(S(C)(=O)=O)CC3)sc2c1,i
COc1ccc(CCC(=O)Nc2ccc(N3CCCCC3=O)c(OC)c2)cc1,i

# 4 of these compounds in another layout.
molecule: COc1ccc(-c2noc(-c3sccc3S(=O)(=O)N(C)c3ccc(F)cc3)n2)c(OC)c1
  GIRK2 activator: i

molecule: Cc1cc(NC(=O)CSc2nc3ncccc3c(=O)n2Cc2ccc(F)cc2)n[nH]1
  GIRK2 activator: i

molecule: CCC(=O)Nc1ccc(SCC(=O)OCc2ccccc2)nn1
  GIRK2 activator: i

molecule: CC(C)c1ccc2nc(NC(=O)C3CCN(S(C)(=O)=O)CC3)sc2c1
  GIRK2 activator: i

# More results.
SMILES,GIRK2 activator
CCc1ccccc1NC(=O)C(=O)NCC1CCN(CCOC)CC1,i
CCCCc1ccc(NC(=O)CCc2csc(NC(=O)c3cccs3)n2)cc1,i
O=C(Nc1c(F)cccc1F)N(CCc1ccccc1)Cc1ccccn1,i
CCOC(=O)c1ccc(N2C(=S)N(c3ccccc3)C3CS(=O)(=O)CC32)cc1 (stereo not drawn),i
COc1ccc(-c2cc3c(=O)n(Cc4nc(-c5ccc6c(c5)OCO6)no4)ccn3n2)cc1,i
CCn1ccnc1N1CCN(CC(=O)N2CCc3ccccc32)CC1,i
CC(=O)NCCc1nc2ccccc2n1Cc1c(C)cc(C)cc1C,i
Cn1nnc2c(Nc3ccc(Nc4ccccc4)cc3)ncnc21,i
CCc1ccc(S(=O)(=O)Nc2ccc(N3CCCCC3=O)c(C)c2)s1,i
Cc1cc(C)nc(NC(=O)Cn2nc(-c3ccncc3)ccc2=O)n1,i
CCSc1nnc(NC(=O)CCn2cnc3c(cnn3-c3ccc(F)cc3)c2=O)s1,i
O=S(=O)(NCCN1CCOC(c2ccccc2)C1)c1ccccc1Cl (stereo not drawn),i

# Another view of two compounds above:
> COc1ccc(-c2cc3c(=O)n(Cc4nc(-c5ccc6c(c5)OCO6)no4)ccn3n2)cc1
  GIRK2 activator: i
> CCn1ccnc1N1CCN(CC(=O)N2CCc3ccccc32)CC1
  GIRK2 activator: i

# (next part)
SMILES,GIRK2 activator
COCCNC(=O)Cc1ccc(NS(=O)(=O)c2cc(Cl)ccc2OC)cc1,i
O=C(c1cc2cc(Cl)cc(Cl)c2oc1=O)N1CCCC1,i
O=C(O)c1ccn[nH]1,i
CCOc1ccc(C(=O)Nc2cccc(-n3c(C)nc4ccccc4c3=O)c2)cc1OCC,i
COc1cc([N+](=O)[O-])ccc1NC(=O)c1ccc(=O)n(Cc2ccccc2F)c1,i
COc1ccc2nc(-c3ccc(NC(=O)C4CC4)cc3)cn2n1,i
COc1ccc(S(=O)(=O)NCCN2CCOC(c3ccccc3)C2)cc1Cl (stereo not drawn),i
CC(=O)Nc1cccc(C(=O)CSc2nnc(CCn3ccc(=O)[nH]c3=O)o2)c1,i
Cc1nn2c(NCCCn3ccnc3)c3c(nc2c1-c1ccccc1)CCCC3,i
CNC(=O)C(=O)Nc1ccc2c(c1)N(S(C)(=O)=O)CCC2,i
Cc1ccc2c(c1)NC(SCC(=O)NC(C)CCc1ccccc1)=NS2(=O)=O (stereo not drawn),i
CCOc1ccc(C(=O)NCC(O)(c2ccco2)C2CC2)cc1 (stereo not drawn),i
Cc1ccc(S(=O)(=O)/C(C#N)=C/N2CCN(Cc3ccc4c(c3)OCO4)CC2)cc1C,i
COc1ccc(NC(=O)c2ccc(=O)n(Cc3ccccc3F)c2)cc1OC,i
O=C(Nc1cc(Cl)ccc1Cl)N1CCN(c2ccc3nncn3n2)CC1,i
O=C(CCCn1nc(-c2ccccc2)ccc1=O)NCC1CCCO1 (stereo not drawn),i
O=C(NCc1ccco1)c1cc2cc(Cl)cc(Cl)c2oc1=O,i
Cc1cc(C(=O)N2CCOCC2)nn1CC(=O)NCc1ccc2c(c1)OCO2,i
O=C(Cc1csc(Nc2cccc(C(F)(F)F)c2)n1)Nc1cccnc1,i
CN(c1ccsc1C(=O)Nc1cccc(C#N)c1)S(=O)(=O)c1ccccc1,i
CCCCn1c(SCC(=O)N2CCCCC2)nc2c(-c3ccccc3)c[nH]c2c1=O,i
CCN(CC)c1ccc(N2CCN(S(=O)(=O)c3ccc(NC(C)=O)cc3)CC2)nn1,i
O=S(=O)(NCCN1CCC(c2cccs2)CC1)c1c(F)cccc1F,i
Cc1ccc(C)c(NC(=O)Cn2c(=O)n(Cc3cccs3)c(=O)c3ncccc32)c1,i
Cc1cc(C(=O)N2CCOCC2)nn1CC(=O)Nc1ccc(F)cc1F,i
O=C(NCCOc1ccccc1)C1c2ccccc2Oc2ccccc21,i
CN(C)c1cccc(C(=O)NCCS(=O)(=O)N2CCN(c3ccccn3)CC2)c1,i
CSc1ccccc1NC(=O)C(=O)NCCc1c[nH]c2ccccc12,i
COc1cn(CC(=O)Nc2ccc([N+](=O)[O-])cc2)c(CSc2ccc(Cl)cc2)cc1=O,i
CCC(C)NC(=O)Cc1csc(SCC(=O)c2cccs2)n1 (stereo not drawn),i
Cc1cc(C(=O)N2CCN(C)CC2)nn1CC(=O)NCc1ccccn1,i
CCCS(=O)(=O)N1CCN(c2ccc3nnc(C4CC4)n3n2)CC1,i
COc1ccccc1-c1cc(C(=O)N2CCC(c3nnc(-c4ccc(F)cc4)o3)CC2)[nH]n1,i
Cc1ccc(CNC(=O)c2cc3c(=O)n4ccccc4nc3n(Cc3ccco3)c2=N)cc1,i
CCOc1ccc(C(=O)Nc2ccc(N3CCCCC3=O)cc2)cc1,i
O=S(=O)(NCC(c1ccco1)N1CCOCC1)c1ccc2c(c1)OCCO2 (stereo not drawn),i
Cc1nc2ccccn2c1C(=O)N1CCC(c2cccs2)CC1,i
CC(C)S(=O)(=O)c1cccc(C(=O)Nc2ccc([N+](=O)[O-])cc2)c1,i
Cc1ccnc(Nc2ccc(NCCNS(=O)(=O)c3ccc(F)cc3)nn2)c1,i
COc1ccc(S(=O)(=O)N2CCN(c3ccc(-c4ccncc4)nn3)CC2)c(OC)c1,i
O=C(NCC1(O)CCc2ccccc21)C1(c2ccc(Cl)cc2)CCCC1 (stereo not drawn),i
CCOC(=O)N1CCC(NC(=O)C(=O)Nc2ccccc2SC)CC1,i
O=C(NCC#CCOc1cccc(C(F)(F)F)c1)C(=O)c1c[nH]c2ccccc12,i
NS(=O)(=O)c1ccc(CCNC(=O)C2CN(c3nc4c(F)cccc4s3)C2)cc1,i
Cc1ccc(NC(=O)C2CCCN(c3ccc(-n4cccn4)nn3)C2)cc1F (stereo not drawn),i
Cc1cccc(Nc2ccc(N3CCN(C(=O)CCc4ccccc4)CC3)nn2)n1,i
CCOc1cccc(CNC(=O)c2ccc(-n3nc(C)c(C)c3C)nc2)c1,i
COc1ccc(-c2ccc(C)c(NS(=O)(=O)CCc3ccccc3)c2)nn1,i
Cc1ccc(NCCNS(=O)(=O)c2ccccc2)nn1,i
CCOc1ccc(NC(=O)Cn2cncc(C)c2=O)cc1,i
O=c1c2cc(-c3ccc(F)cc3)nn2ccn1Cc1nc(-c2ccccc2Cl)no1,i
COCCn1c(SCC#N)nc2cc(C(=O)NC3CCCC3)ccc2c1=O,i
Cc1cc(C)c(C#N)c(SCC(=O)N2CCOCC2)n1,i
O=C(Nc1ccc2c(c1)N(C(=O)C1CCCC1)CC2)c1cccs1,i
O=C(CS(=O)(=O)c1ccc(Cl)s1)Nc1ccccc1F,i
COc1ccc(OC)c(S(=O)(=O)Nc2ccc(N3CCCCC3=O)cc2)c1,i
COC(=O)c1ccc(C(=O)NCC(O)(c2ccccc2)C(F)(F)F)cc1 (stereo not drawn),i
CCC(=O)N1CCN(c2ccc(C)nn2)CC1,i
CC(C)(C)c1ccccc1OCC(=O)NCCC(=O)O,i
COc1cn(CC(=O)Nc2cc(C)on2)c(CSc2nccn2C)cc1=O,i

# The list continues:
SMILES,GIRK2 activator
O=C(NCCCn1nc(-c2ccccc2)ccc1=O)Nc1ccc2c(c1)OCO2,i
COc1ccc(CC(=O)NCCS(=O)(=O)N2CCN(c3ncccn3)CC2)cc1OC,i
O=C(NCCC1=CCCCC1)C(=O)NCC(c1cccs1)N1CCOCC1 (stereo not drawn),i
COc1ccccc1N1CC(c2nc3ccccc3n2CC(O)COc2ccc(C)cc2)CC1=O (stereo not drawn),i
Cc1cncn(CC(=O)NCCn2nc(-c3ccccc3)ccc2=O)c1=O,i
O=C(/C=C/c1ccccc1)NCCC(O)c1cccs1 (stereo not drawn),i
O=C(NCC1CC(=O)N(c2ccc(Cl)cc2)C1)C1CC1 (stereo not drawn),i
COc1ccccc1OCC(O)Cn1c(C2CC(=O)N(c3ccccc3C)C2)nc2ccccc21 (stereo not drawn),i
Cn1cccc(C(=O)N2CCC(c3nnc(-c4ccco4)o3)CC2)c1=O,i
CCOc1ccccc1NC(=O)Cc1csc(Nc2cccc(Cl)c2)n1,i
COc1cccc(NC(=O)COc2ncccn2)c1,i
Cc1ccc(-c2ccc(=O)n(CC(=O)Nc3ccc(F)cc3)n2)c(C)c1,i
O=C(Cc1ccc(NC(=O)c2ccc(Cl)cc2)cc1)NC1CC1,i
O=C(Oc1ccccc1)N1CCC(CNS(=O)(=O)c2ccc(Cl)s2)CC1,i
COc1cc(OC)cc(C(=O)Nc2ccc(C)c(N3CCCCC3=O)c2)c1,i
O=C(Cc1ccc(-c2ccccc2)cc1)Nc1ccc(CC(=O)NC2CC2)cc1,i
CC(C)c1nnc(C2CCN(C(=O)C3CCN(S(C)(=O)=O)CC3)CC2)o1,i
Cc1cccc(NC(=O)N2CCOCC2)c1C,i
CCOc1ccccc1C(=O)N1CCOC(c2ccc(C(F)(F)F)cc2)C1 (stereo not drawn),i
CC(=O)Nc1ccc(NC(=O)C(=O)NCCn2nc(C)cc2C)cc1,i
O=S(=O)(c1ccccc1Cl)N1CCN(c2ccc(-c3cccnc3)nn2)CC1,i
O=C(c1ncccn1)N1CCN(c2ncccn2)CC1,i
Cc1cccc(C(=O)NCCCn2nc(-c3ccc(Cl)cc3)ccc2=O)c1,i
CCn1nc(C(=O)N=c2sc3cc(OC)ccc3n2CCSC)cc1C,i
O=C1CCc2cc(S(=O)(=O)Nc3ccc(OC(F)(F)F)cc3)cc3c2N1CCC3,i
